Assay outcomes deposited in PubChem by several laboratories.
PriA SSB inh = inhibitors of Klebsiella pneumoniae PriA binding to SSB C-terminal tail | AlphaScreen SSBct-PriA binding, biotinylated peptide | inhibition, % at 33 µM | 0.6% of 430,000 active; in the data active = inhibition mostly above about 37%, no sharp cut-off; inactive = mostly below about 20%;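 also: plate controls were negative control peptide for no effect and reference peptide for full effect; strong numbers were not always called active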
Mtb UGM inh = Mtb UDP-galactopyranose mutase inhibition | purified UGM, fluorescence polarization probe displacement | inhibition, % at 10 µM | 0.06% of 320,000 active | AID 504406; in the data active = inhibition above about 10%, passing the limit was not always enough
Target sequence (P9WIQ1 whole entry, looked up): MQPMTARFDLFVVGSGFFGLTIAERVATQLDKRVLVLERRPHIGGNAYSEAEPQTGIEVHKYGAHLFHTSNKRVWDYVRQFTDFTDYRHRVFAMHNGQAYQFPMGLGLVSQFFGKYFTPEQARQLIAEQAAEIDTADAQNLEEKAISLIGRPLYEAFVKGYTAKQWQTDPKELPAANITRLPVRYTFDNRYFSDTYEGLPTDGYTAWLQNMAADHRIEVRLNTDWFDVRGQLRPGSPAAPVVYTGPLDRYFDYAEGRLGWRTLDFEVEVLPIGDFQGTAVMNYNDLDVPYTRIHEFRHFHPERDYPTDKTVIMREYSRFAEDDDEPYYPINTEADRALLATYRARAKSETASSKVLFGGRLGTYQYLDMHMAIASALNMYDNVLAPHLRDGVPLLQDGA
SARS 3CLpro inh = SARS-CoV 3CLpro protease inhibition | P0C6X7 | recombinant SARS-CoV 3CLpro, quenched FRET peptide cleavage | inhibition, % at 6 µM | 0.14% of 290,000 active | AID 1706; in the data active = inhibition above about 12%
VHR inh abs = inhibitors of human VHR1 phosphatase (DUSP3). inhibition, % at 13.3 µM. AID 1654. 0.52% of 290,000 active. recombinant VHR phosphatase, pNPP absorbance. P51452; in the data active = inhibition above about 50%; also: some compounds called inactive have numbers as strong as hits
Target sequence (P51452 whole entry, looked up): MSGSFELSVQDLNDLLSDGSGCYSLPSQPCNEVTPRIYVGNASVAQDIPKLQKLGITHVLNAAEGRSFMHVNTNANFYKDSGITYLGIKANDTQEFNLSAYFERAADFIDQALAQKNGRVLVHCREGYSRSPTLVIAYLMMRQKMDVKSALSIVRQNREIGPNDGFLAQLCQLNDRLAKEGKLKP
MazEF act = MazEF (E. coli) toxin RNase activation. AID 504720. activation, % at 20 µM. 0.32% of 350,000 active. FAM/BHQ RNA-DNA oligo cleavage fluorescence, 5 h. P0AE70; in the data active = activation above about 50%
Target sequence (P0AE70 whole entry, looked up): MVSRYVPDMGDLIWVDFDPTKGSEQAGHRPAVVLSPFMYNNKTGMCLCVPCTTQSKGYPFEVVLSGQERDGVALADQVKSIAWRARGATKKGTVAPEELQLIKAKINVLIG
Mtb FBA inh = inhibitors of M. tuberculosis fructose-bisphosphate aldolase; P9WQA3; purified M. tuberculosis FBA, fluorescence read-out; inhibition, % at 1 µM; 2.3% of 360,000 active; AID 588726; in the data active = inhibition above about 27%;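 also: 0% = vehicle and 100% = reference inhibitor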
Target sequence (P9WQA3 whole entry, looked up): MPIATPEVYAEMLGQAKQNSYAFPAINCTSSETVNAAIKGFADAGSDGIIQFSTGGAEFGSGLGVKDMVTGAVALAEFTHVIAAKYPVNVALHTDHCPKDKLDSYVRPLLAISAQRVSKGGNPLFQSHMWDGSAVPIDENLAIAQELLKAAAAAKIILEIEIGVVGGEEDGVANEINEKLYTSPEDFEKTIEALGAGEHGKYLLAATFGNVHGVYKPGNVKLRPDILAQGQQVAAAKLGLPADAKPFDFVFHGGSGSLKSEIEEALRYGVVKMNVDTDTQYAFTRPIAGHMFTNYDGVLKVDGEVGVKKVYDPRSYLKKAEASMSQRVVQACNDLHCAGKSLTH
BH1578 lux ind = induces V. cholerae light production without autoinducers; V. cholerae BH1578 lux reporter, luminescence, 6 h; activation, % at 18.7 µM; 0.16% of 350,000 active; AID 588436; in the data active = activation mostly above about 9.7%, no sharp cut-off; also: not every result past the cut was called active; inactives centre near 0; reference of the scale not given here
GDH-TPI inh = GDH-TPI coupled enzyme inhibition counter-screen | GDH-TPI coupled enzyme counterscreen, NADH absorbance | inhibition, % at 4.8 µM | 1.2% of 360,000 active; in the data active = inhibition above about 30%;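 also: 0% = DMSO wells and 100% = wells lacking the enzyme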
Rv3671c inh = inhibits the M. tuberculosis serine protease Rv3671c | P9WHR9 | AID 2606 | 0.048% of 320,000 active | inhibition, % at 5.96 µM; in the data active = inhibition above about 38%;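 also: extracellular domain of Rv3671c used as enzyme; 0% = enzyme with DMSO and 100% = no enzyme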
Mtb BioA inh = blocks M. tuberculosis BioA enzyme activity. purified M. tuberculosis BioA enzyme, plate reader. inhibition, % at 9.99 µM. 0.096% of 360,000 active. AID 602481; in the data active = inhibition above about 40%
Starred values were filed as active, the others as inactive. A portion of the library, so the mix of outcomes need not match the whole.

Screening CC(Oc1cccc(Cl)c1)C(=O)Nc1cc(S(=O)(=O)N2CCOCC2)ccc1N1CCCCC1 (centres undefined) returned PriA SSB inh 7, Mtb UGM inh 0.6, MazEF act 1, Mtb FBA inh -2, BH1578 lux ind inactive, GDH-TPI inh 1 and Rv3671c inh -13.
Cc1ccc(CNC(=O)C(CC(C)C)OC(=O)c2ccco2)cc1 (centres undefined) was read as PriA SSB inh 2, Mtb UGM inh -1.6, SARS 3CLpro inh -2, VHR inh abs 21, MazEF act 8, Mtb FBA inh 2, BH1578 lux ind -4.0, GDH-TPI inh 1, Rv3671c inh -9 and Mtb BioA inh 0.0.
COc1ccc(Nc2nnc(SCC(=O)N3CC(=O)Nc4ccccc43)s2)cc1 was read as PriA SSB inh -13, Mtb UGM inh 0.8, SARS 3CLpro inh 6, VHR inh abs 4, MazEF act 6, Mtb FBA inh -3, BH1578 lux ind inactive, GDH-TPI inh 9 and Rv3671c inh -1.
O=C(CSc1nnc(-c2ccncc2)o1)Nc1ccccc1Cl was read as PriA SSB inh -11, Mtb UGM inh -1.4, SARS 3CLpro inh 1, VHR inh abs -5, MazEF act 8, Mtb FBA inh -5, BH1578 lux ind -0.5, GDH-TPI inh 4, Rv3671c inh -2 and Mtb BioA inh -0.1.
Screening CC(C)Sc1nnc(SCC(=O)N(C)C2CCS(=O)(=O)C2)s1 (centres undefined) returned PriA SSB inh -9, Mtb UGM inh 2.6, MazEF act 5, Mtb FBA inh 0, BH1578 lux ind -0.3, GDH-TPI inh -7, Rv3671c inh -4 and Mtb BioA inh -0.4.
`Cc1ccc(S(=O)(=O)NCc2nnnn2-c2ccc(F)cc2)cc1` gave MazEF act -5, Mtb FBA inh 5, BH1578 lux ind -0.2, GDH-TPI inh 19 and Mtb BioA inh -2.2.
Screening Oc1ccccc1-c1cc(-c2ccco2)[nH]n1 returned PriA SSB inh 4, Mtb UGM inh -0.4, SARS 3CLpro inh 2, VHR inh abs 18, MazEF act 7, Mtb FBA inh 2, BH1578 lux ind -0.2, GDH-TPI inh 2, Rv3671c inh 2 and Mtb BioA inh 1.1.
Screening COc1cc(-c2cc(=O)c3ccccc3o2)ccc1O returned PriA SSB inh -14, Mtb UGM inh 2.4, SARS 3CLpro inh -3, VHR inh abs 21, MazEF act -13, Mtb FBA inh -3, BH1578 lux ind -0.5, GDH-TPI inh 23, Rv3671c inh -13 and Mtb BioA inh -0.4.
CC(C)c1ccc(NC(=O)C(c2ccccc2)N2CCOCC2)cc1 (centres undefined) was read as PriA SSB inh -13, Mtb UGM inh 0.0, VHR inh abs 17, MazEF act -4, Mtb FBA inh 0, BH1578 lux ind -0.1, GDH-TPI inh -10, Rv3671c inh 16 and Mtb BioA inh 0.8.
Screening Cc1cccc(C)c1NC(=O)C[N+](C)(C)CC(O)COc1cccc2ccccc12 (centres undefined) returned PriA SSB inh 13, Mtb UGM inh 2.8, SARS 3CLpro inh 1, VHR inh abs 14, MazEF act 32, Mtb FBA inh 0, BH1578 lux ind inactive, GDH-TPI inh 5 and Rv3671c inh 0.
`O=C(Nc1cccc(Cl)c1)ON=C1c2ccccc2-c2ccccc21` gave PriA SSB inh -5, Mtb UGM inh 2.2, SARS 3CLpro inh 6, VHR inh abs 14, MazEF act 1, Mtb FBA inh 2, BH1578 lux ind -1.2, GDH-TPI inh 18 and Rv3671c inh -13.
Screening COc1ccccc1-c1nnc(NC(=O)C2=COCCO2)o1 returned PriA SSB inh -6, Mtb UGM inh -0.3, SARS 3CLpro inh 6, VHR inh abs 0, MazEF act 4, Mtb FBA inh -3, BH1578 lux ind inactive, GDH-TPI inh -3 and Rv3671c inh -3.
Screening CC(C)(C)OC(=O)N(Cc1ccccc1)Cc1ccccc1OCc1cccc(NC(=O)C2CC2)c1 returned PriA SSB inh -3, MazEF act -10, Mtb FBA inh 2, BH1578 lux ind inactive, GDH-TPI inh 0 and Mtb BioA inh -0.6.
CCc1ccc(C(C)NC(=O)c2ccc(F)cc2)cc1 (centres undefined) was read as PriA SSB inh -21, Mtb UGM inh 3.5, SARS 3CLpro inh -3, VHR inh abs -24, MazEF act -2, Mtb FBA inh 4, BH1578 lux ind inactive, GDH-TPI inh 8, Rv3671c inh 0 and Mtb BioA inh -2.7.
`CCc1ccc(-c2cc(C)no2)cc1S(=O)(=O)NCCN1CCC(C)CC1` gave PriA SSB inh 4, Mtb UGM inh 1.1, SARS 3CLpro inh -1, VHR inh abs 11, MazEF act 3, Mtb FBA inh -3, BH1578 lux ind inactive, GDH-TPI inh 5, Rv3671c inh -10 and Mtb BioA inh 0.0.

Continued; the last 3 above are carried over.
Screening CC(C)(C)OC(=O)N(Cc1ccccc1)Cc1ccccc1OCc1cccc(NC(=O)C2CC2)c1 returned PriA SSB inh -3, MazEF act -10, Mtb FBA inh 2, BH1578 lux ind inactive, GDH-TPI inh 0 and Mtb BioA inh -0.6.
CCc1ccc(C(C)NC(=O)c2ccc(F)cc2)cc1 (centres undefined) was read as PriA SSB inh -21, Mtb UGM inh 3.5, SARS 3CLpro inh -3, VHR inh abs -24, MazEF act -2, Mtb FBA inh 4, BH1578 lux ind inactive, GDH-TPI inh 8, Rv3671c inh 0 and Mtb BioA inh -2.7.
`CCc1ccc(-c2cc(C)no2)cc1S(=O)(=O)NCCN1CCC(C)CC1` gave PriA SSB inh 4, Mtb UGM inh 1.1, SARS 3CLpro inh -1, VHR inh abs 11, MazEF act 3, Mtb FBA inh -3, BH1578 lux ind inactive, GDH-TPI inh 5, Rv3671c inh -10 and Mtb BioA inh 0.0.
OC(COCc1ccccc1)CN1CCN(c2ccccc2)CC1 (centres undefined) was read as PriA SSB inh 0, Mtb UGM inh 4.8, SARS 3CLpro inh -7, VHR inh abs 8, MazEF act 3, Mtb FBA inh -1, BH1578 lux ind -6.7, GDH-TPI inh 11, Rv3671c inh 6 and Mtb BioA inh -0.6.
COC1CCN(Cc2c(C(=O)N3CCN(C4CCCCC4)CC3)nc3ccccn23)CC1 was read as PriA SSB inh 12, Mtb UGM inh 1.0, SARS 3CLpro inh 6, VHR inh abs 7, MazEF act -8, Mtb FBA inh 5, BH1578 lux ind inactive, GDH-TPI inh 6, Rv3671c inh -5 and Mtb BioA inh 1.2.
Screening CCOC(=O)N1CCN(S(=O)(=O)N(C)C)CC1 returned PriA SSB inh -8, Mtb UGM inh -1.9, SARS 3CLpro inh -2, VHR inh abs 10, MazEF act 1, Mtb FBA inh -1, BH1578 lux ind -1.0, GDH-TPI inh -1, Rv3671c inh 5 and Mtb BioA inh -1.0.
`CN(Cc1nc2ccc(F)cc2[nH]1)Cc1nc(CC2CC2)no1` gave PriA SSB inh 0, Mtb UGM inh -0.4, SARS 3CLpro inh 6, VHR inh abs 6, MazEF act 3, Mtb FBA inh 1, BH1578 lux ind -0.2, GDH-TPI inh -4 and Rv3671c inh -3.
O=C1N(Cc2cccc(Cl)c2)C[C@@H]2C[C@@H](c3cccn3-c3ccccn3)N3CCC[C@@]123 was read as PriA SSB inh -10, Mtb UGM inh 2.9, SARS 3CLpro inh -2, VHR inh abs -10, MazEF act -2, Mtb FBA inh 7, BH1578 lux ind inactive, GDH-TPI inh 0, Rv3671c inh -3 and Mtb BioA inh 0.6.
COc1cccc(CN2CCN(Cc3cc4ccccc4[nH]3)CC2CCO)c1 (centres undefined) was read as PriA SSB inh 4, Mtb UGM inh 2.8, SARS 3CLpro inh 0, VHR inh abs 16, MazEF act 7, Mtb FBA inh -3, BH1578 lux ind inactive, GDH-TPI inh 4 and Rv3671c inh -7.
For CSC1=NCCN1C(=O)c1ccc(C)cc1 the results were PriA SSB inh 4, Mtb UGM inh 4.7, SARS 3CLpro inh 4, VHR inh abs 18, MazEF act 1, Mtb FBA inh 0, BH1578 lux ind -3.6, GDH-TPI inh -13 and Rv3671c inh 4.
`CC(C)(CC(=O)OCC(=O)Nc1ccccc1F)CC1=NS(=O)(=O)c2ccccc2N1` gave PriA SSB inh -3, Mtb UGM inh 1.0, SARS 3CLpro inh 2, VHR inh abs 7, MazEF act -4, Mtb FBA inh -1, BH1578 lux ind -0.2, GDH-TPI inh -2, Rv3671c inh -3 and Mtb BioA inh 2.7.
`C=C(C)Cn1c(CCCNC(=O)C(C)(C)C)nc2ccccc21` gave PriA SSB inh 15, Mtb UGM inh 1.3, SARS 3CLpro inh -2, VHR inh abs -1, MazEF act 5, Mtb FBA inh -3, BH1578 lux ind 0.7, GDH-TPI inh 3, Rv3671c inh -5 and Mtb BioA inh 0.2.
`CCCCSc1cc(C)nc2ncnn12` gave PriA SSB inh -9, Mtb UGM inh -1.1, SARS 3CLpro inh 0, VHR inh abs -6, MazEF act 0, Mtb FBA inh -1, BH1578 lux ind 9.8, GDH-TPI inh -1, Rv3671c inh 1 and Mtb BioA inh 0.1.
Screening Cc1cc2ccccn2c1C(=O)c1ccccc1Br returned PriA SSB inh 7, Mtb UGM inh 0.8, SARS 3CLpro inh 2, VHR inh abs 5, MazEF act -7, Mtb FBA inh -2, BH1578 lux ind -0.7, GDH-TPI inh 0, Rv3671c inh -7 and Mtb BioA inh -4.2.
For CC(NC(=O)c1cc(-c2ccncc2)nc2ccc(Br)cc12)C1CCCO1 (centres undefined) the results were PriA SSB inh 9, Mtb UGM inh -3.6, SARS 3CLpro inh -4, VHR inh abs 4, MazEF act 4, Mtb FBA inh 2, BH1578 lux ind inactive, GDH-TPI inh 1, Rv3671c inh 7 and Mtb BioA inh 4.0.
O=C(CCS(=O)(=O)c1ccccc1)NC1CCCCC1 was read as PriA SSB inh 4, Mtb UGM inh 1.9, SARS 3CLpro inh -5, VHR inh abs 11, MazEF act -4, Mtb FBA inh 1, BH1578 lux ind inactive, GDH-TPI inh 2, Rv3671c inh -3 and Mtb BioA inh -0.3.
O=C(Nc1ccc(Cl)cc1[N+](=O)[O-])c1ccc2c(c1)OCCO2 was read as PriA SSB inh 23, Mtb UGM inh 0.0, SARS 3CLpro inh 0, VHR inh abs 18, MazEF act -2, Mtb FBA inh 4, BH1578 lux ind -1.5, GDH-TPI inh 2, Rv3671c inh -1 and Mtb BioA inh -1.2.
`COc1ccccc1NS(=O)(=O)c1cccc(C(=O)N/N=C/c2c(C)nn(-c3ccccc3)c2N2CCCC2)c1` gave Mtb UGM inh 2.0, SARS 3CLpro inh -1, VHR inh abs 2, MazEF act 2, Mtb FBA inh -1, BH1578 lux ind -0.3, GDH-TPI inh 22 and Rv3671c inh 4.
COC(=O)C1=C(c2ccc(OCc3ccccc3)cc2)C[C@@H]2CC[C@H]1N2C(=O)NC1CCN(Cc2ccccc2)CC1 was read as PriA SSB inh 15, Mtb UGM inh 0.1, MazEF act -7, Mtb FBA inh 1, BH1578 lux ind -1.2, GDH-TPI inh 8, Rv3671c inh 1 and Mtb BioA inh -2.9.
`O=C(Nc1ccc(C(=O)N2CCOCC2)cc1)c1cccc(Br)c1` gave PriA SSB inh -6, Mtb UGM inh -2.0, SARS 3CLpro inh 0, VHR inh abs -6, MazEF act 6, Mtb FBA inh 3, BH1578 lux ind -4.2, GDH-TPI inh 3, Rv3671c inh 2 and Mtb BioA inh -0.4.
Screening COc1ccc(-c2nc3nc(SC)nn3cc2C)cc1F returned PriA SSB inh -1, Mtb UGM inh -0.3, SARS 3CLpro inh 0, VHR inh abs 5, MazEF act -5, Mtb FBA inh 16, BH1578 lux ind 0.1, GDH-TPI inh 1 and Rv3671c inh -10.
For COc1ccc(N2CC(C(=O)Nc3ccncc3)CC2=O)cc1 (centres undefined) the results were PriA SSB inh 1, Mtb UGM inh -1.1, SARS 3CLpro inh 1, VHR inh abs 12, MazEF act 1, Mtb FBA inh 2, BH1578 lux ind -0.2, GDH-TPI inh -10, Rv3671c inh -8 and Mtb BioA inh 0.0.
Screening CN1/C(=C\C(=S)NC(=O)c2cccc(Br)c2)C(C)(C)c2ccccc21 returned PriA SSB inh 19, Mtb UGM inh -1.5, SARS 3CLpro inh 1, VHR inh abs 9, MazEF act 24, Mtb FBA inh -12, BH1578 lux ind -0.3, GDH-TPI inh 8, Rv3671c inh -22 and Mtb BioA inh -0.7.
